D3 ag: D3 dopamine receptor (human) agonism. AID 652048. 410,000 tested, 0.58% active. max activation, %. D3R DiscoveRx beta-arrestin cells, luminescence, 90 min; in the data active = max activation above about 30%; also: 0% is about no effect; mostly tested at two doses, the higher about 12 µM
Target sequence (P35462 whole entry, looked up): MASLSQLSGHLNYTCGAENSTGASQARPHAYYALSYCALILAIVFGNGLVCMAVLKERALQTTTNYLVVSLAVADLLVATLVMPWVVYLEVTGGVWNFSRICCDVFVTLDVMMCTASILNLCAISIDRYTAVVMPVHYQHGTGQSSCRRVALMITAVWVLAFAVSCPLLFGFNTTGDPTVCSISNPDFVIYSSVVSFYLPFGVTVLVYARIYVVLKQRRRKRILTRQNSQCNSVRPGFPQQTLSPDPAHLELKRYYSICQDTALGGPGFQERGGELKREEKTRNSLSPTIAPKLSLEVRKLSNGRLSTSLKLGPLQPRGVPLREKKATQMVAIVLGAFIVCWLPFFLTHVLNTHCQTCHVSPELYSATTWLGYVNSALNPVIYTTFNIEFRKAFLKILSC
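Agonist-mode cell screen: cells plated at 1500/well and incubated overnight at 37 °C, then exposed to library compounds for 90 min at 37 °C. Detection reagent was added for 30–60 min at room temperature, and luminescence was read.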
GLP1R ag: GLP-1 receptor (human) agonism | HEK293 GLP-1R CRE-luciferase, luminescence, 4-6 h; cells express a hypersensitive GLP-1R form | 380,000 tested, 0.007% active | Potency, µM (top dose mostly 45.6 µM), for the others: top-dose activation, hits mostly activators; active = well fitted activation curve with a large enough effect; inconclusive = small, poorly fitted or top-dose-only effect; inactive = no such curve, though single readings can be large or run the other way; also: potency is read from the fitted curve at half-maximal effect; % of control where 0% means no effect
Target sequence (P43220 whole entry, looked up): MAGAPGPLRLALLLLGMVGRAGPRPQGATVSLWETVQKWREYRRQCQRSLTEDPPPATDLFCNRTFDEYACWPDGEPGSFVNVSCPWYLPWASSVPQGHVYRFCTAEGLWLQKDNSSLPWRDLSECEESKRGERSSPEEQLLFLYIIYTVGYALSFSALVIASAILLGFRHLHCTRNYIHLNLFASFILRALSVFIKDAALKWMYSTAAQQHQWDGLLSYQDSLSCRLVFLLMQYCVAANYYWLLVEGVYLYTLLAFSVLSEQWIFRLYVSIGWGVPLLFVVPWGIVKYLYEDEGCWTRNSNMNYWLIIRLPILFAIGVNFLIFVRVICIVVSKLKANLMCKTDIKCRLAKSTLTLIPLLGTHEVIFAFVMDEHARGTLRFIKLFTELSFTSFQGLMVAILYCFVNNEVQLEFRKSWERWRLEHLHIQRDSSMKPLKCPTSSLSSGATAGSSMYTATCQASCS
Active calls of the source: *; u = inconclusive; & = joins results of further samples; ! = not confirmed by another sample; [ ] = remark or other dose. The list is partial, so the mix of outcomes need not match the whole.

Values in the order – D3 ag | GLP1R ag
CCC(O)c1ccccc1 (centres undefined)
  11 | 3%
CCOCC(O)COc1ccc(NC(=O)CC[S+](C)C)cc1 (centres undefined)
  -15 | 8%
CCCCCCCCCCCCCCCCCCCCCC(=O)Nc1ccn([C@@H]2O[C@H](CO)[C@@H](O)[C@@H]2O)c(=O)n1
  -2 | -4%
CC(C)(COP(=O)(O)OP(=O)(O)OC[C@H]1O[C@@H](n2cnc3c(N)ncnc32)[C@H](O)[C@@H]1OP(=O)(O)O)C(O)C(=O)NCCC(=O)NCCS (some centres undefined)
  -12 | -5%
NC(CSCC(=O)O)C(=O)O (centres undefined)
  0 | 10%
O=C(O)COc1ccc(C(=O)c2cccs2)c(Cl)c1Cl
  4&-10 | 3%&1%
C=C1C(CCl)(CCl)C2(Cl)C(Cl)C(Cl)C1(Cl)C2(Cl)Cl (centres undefined)
  3 | -5%
C[C@@H]1CCC[C@H](C)N1
  1 | 7%[19.8 µM]
C=CCc1ccc(O)c(OC)c1
  7 | 0%
CC(C)CCCC(C)CCCC(C)CCCCC(C)CCCC(C)CCCC(C)C (centres undefined)
  8 | -5%
Cc1c(C)c2c(c(C)c1OC(=O)CCC(=O)O)CC[C@@](C)(CCC[C@H](C)CCC[C@H](C)CCCC(C)C)O2
  6 | 11%
CC(=O)N[C@@H](C=O)[C@@H](O)[C@H](O)[C@H](O)CO
  -10 | -7%&-6%
CC(C)CCC[C@@H](C)[C@H]1CC[C@H]2[C@@H]3CC=C4C[C@@H](O)CC[C@]4(C)[C@H]3CC[C@]12C
  3 | -8%
O=C1OC2(c3ccccc31)c1cc(I)c(O)c(I)c1Oc1c2cc(I)c(O)c1I
  -34 | -6%
CC(C)=CCC/C(C)=C/CO
  9 | 0%
CCCCCC(C)N (centres undefined)
  3 | -4%
CC(CCc1ccc(O)cc1)NCC(O)c1ccc(O)cc1 (centres undefined)
  59* | 19%
CCN1CCCC1CNC(=O)c1cc(S(=O)(=O)CC)ccc1OC (centres undefined)
  -24&-26 | 3%
O=[N+]([O-])c1ccc(Oc2ccc(N=C=S)cc2)cc1
  3 | -7%
CCCC(=O)OC[C@@H](OC(=O)CCC)[C@@H](OC(=O)CCC)[C@H](Cn1c2nc(=O)[nH]c(=O)c-2nc2cc(C)c(C)cc21)OC(=O)CCC
  6 | 5%
Cc1cccc(C(=O)O)c1O
  11 | 0%
CCOC(=O)C(C#N)=C(c1ccccc1)c1ccccc1
  -6 | 15%
CC(=O)[C@]1(O)Cc2c(O)c3c(c(O)c2[C@@H](O[C@H]2C[C@H](N)[C@H](O)[C@H](C)O2)C1)C(=O)c1c(O)cccc1C3=O
  -11&-5 | -8%
CC(=O)OC[C@H]1O[C@@H](O[C@H]2[C@H](O)[C@@H](OC(=O)c3ccccc3C(=O)O)[C@H](O)O[C@@H]2COC(C)=O)[C@H](O)[C@@H](OC(=O)c2ccccc2C(=O)O)[C@@H]1O
  3 | 5%
O=NN(CCCl)C(=O)NC1CCCCC1
  12 | -1%
COC1=C(OC)C(=O)C(CCCCCCCCCCO)=C(C)C1=O
  -6 | -5%
O=c1[nH]c2ccccc2n1CCCN1CCN(C(c2ccccc2)c2ccccc2)CC1
  -18 | 9%
COC(=O)CCC[N+](C)(C)C
  -9 | 15%
Cc1cc(-c2ccc(N=Nc3ccc4c(S(=O)(=O)O)cc(S(=O)(=O)O)c(N)c4c3O)c(C)c2)ccc1N=Nc1ccc2c(S(=O)(=O)O)cc(S(=O)(=O)O)c(N)c2c1O
  -9&-6 | -3%&10%
CCCCN1CCCC1C(=O)Nc1c(C)cc(C)cc1C (centres undefined)
  -13 | 4%

Arranged by molar mass (lowest first): 4 of the compounds above.
Values in the order – D3 ag | GLP1R ag
CCC(O)c1ccccc1 (centres undefined)
  11 | 3%
CCCCN1CCCC1C(=O)Nc1c(C)cc(C)cc1C (centres undefined)
  -13 | 4%
CCN1CCCC1CNC(=O)c1cc(S(=O)(=O)CC)ccc1OC (centres undefined)
  -24&-26 | 3%
Cc1c(C)c2c(c(C)c1OC(=O)CCC(=O)O)CC[C@@](C)(CCC[C@H](C)CCC[C@H](C)CCCC(C)C)O2
  6 | 11%

Looked up above.
NC(CSCC(=O)O)C(=O)O (centres undefined) in D3 ag: 0
O=NN(CCCl)C(=O)NC1CCCCC1 in GLP1R ag: -1%
O=C(O)COc1ccc(C(=O)c2cccs2)c(Cl)c1Cl in GLP1R ag: 3%&1%
O=[N+]([O-])c1ccc(Oc2ccc(N=C=S)cc2)cc1 in D3 ag: 3

More records.
Values in the order – D3 ag | GLP1R ag
CCCCCCCCCCCCCC[n+]1ccc(C)cc1
  0 | -4%
CC(CN(C)C)CN1c2ccccc2S(=O)(=O)c2ccccc21 (centres undefined)
  -11 | 4%
CCc1cc(S(=O)(=O)O)c2cc(C(C)C)cccc1-2
  -18 | -2%
Nc1ccc([N+](=O)[O-])cc1O
  -24 | 6%[96 µM]
CC(C)=CCC1C(=O)N(c2ccccc2)N(c2ccccc2)C1=O
  -20 | -4%
O=C1NC2CCCCN2C12CCN(CCCN1c3ccccc3CCc3ccc(Cl)cc31)CC2 (centres undefined)
  -26 | 0%
O[C@@H](CNC[C@H](O)[C@H]1CCc2cc(F)ccc2O1)[C@@H]1CCc2cc(F)ccc2O1
  -20 | -1%
O=CCCCC=O
  10 | 11%
CN1CCC(=C2c3ccccc3CCc3cccnc32)CC1
  -25 | -3%
NCCNCCN
  11 | -2%
COC(=O)C1=C(C)NC(C)=C(C(=O)OCCCN2CCC(c3ccccc3)(c3ccccc3)CC2)C1c1cccc([N+](=O)[O-])c1 (centres undefined)
  20 | -5%
N=C1N=C(N)c2cc3ccccc3cc21
  4 | -5%[96 µM]
CCCCCCCCCCCCCCCCCCO
  13 | 2%
O=C1c2ccccc2C(=O)C1c1ccc(F)cc1
  62* | 2%
N[C@@H](C(=O)N[C@@H]1C(=O)N2C(C(=O)O)=C(CSc3cn[nH]n3)CS[C@H]12)c1ccc(O)cc1
  -13 | 0%
CC(C)=CCOc1ccc(/C=C/C(=O)c2ccc(OCC=C(C)C)cc2OCC(=O)O)cc1
  2 | 2%
COc1cc2c(cc1OC)CC(=O)N(CCCN(C)C[C@H]1Cc3cc(OC)c(OC)cc31)CC2
  -16 | -1%
Nc1nc(-c2ccccc2)c(Br)c(=O)[nH]1
  1 | 2%
CCC(CC)(CC(=O)Nc1cccc(/C=C/c2nc(C3CCC3)cs2)c1)C(=O)O
  -8 | 2%
Cc1cc(-n2nc3ccc(Cl)cc3n2)c(O)c(C(C)(C)C)c1
  -3 | 10%
CC(=O)Oc1cc(C(F)(F)F)ccc1C(=O)O
  3 | -1%[19.8 µM]
NC(=S)N/N=C/c1cccnc1
  -11 | -5%
O=C(O)c1ccccc1S
  -13 | -6%
CC(CCc1ccc2c(c1)OCO2)NN (centres undefined)
  -3 | -7%
Cc1ncc(C[n+]2csc(CCOP(=O)(O)OP(=O)(O)O)c2C)c(N)n1
  8 | 1%
CC(C)CCC[C@@H](C)[C@H]1CC[C@H]2[C@@H]3CC[C@@H]4C[C@H](O)CC[C@]4(C)[C@H]3CC[C@]12C
  5 | 4%
O=P(O)(O)OC[C@H]1O[C@](O)(COP(=O)(O)O)[C@@H](O)[C@@H]1O
  -17 | -1%
CCOC(C)=O
  7 | u
COCc1c(C(C)C)nc(C(C)C)c(/C=C/[C@@H](O)C[C@@H](O)CC(=O)O)c1-c1ccc(F)cc1
  -8 | 0%
O=C(Nc1ccc(Br)cc1)c1cc(Br)c(Br)s1
  -12 | 0%
O=C(NO)c1ccccc1
  10 | 21%[96 µM]
CC(=O)OCC(=O)Nc1cc(C#N)cc(NC(=O)COC(C)=O)c1Cl
  7 | 5%
Cc1ccc(C(=O)c2cc(O)c(O)c([N+](=O)[O-])c2)cc1
  1 | -3%
N[C@H](Cc1c[nH]c2ccccc12)C(=O)O
  -10 | 19%
CC(C)OC(=O)c1cc(C(=O)OC(C)C)cc([N+](=O)[O-])c1
  11 | 2%[96 µM]
O=C(OCc1ccccc1)c1cccnc1
  -2 | 0%
FC(F)(F)C(F)(F)C(F)(F)C(F)(F)C(F)(F)C(F)(F)F
  0 | 6%
O=C1C(O)=C(O)C(=O)C(O)=C1O
  -5 | 2%
Clc1cccc(C(c2ccc3nc[nH]c3c2)n2ccnc2)c1 (centres undefined)
  2 | -1%
NCCO/C=C/[C@H](N)C(=O)O
  -9 | 0%
CC(O)C(=O)O (centres undefined)
  -14 | 9%
O=C(CCBr)N1CCN(C(=O)CCBr)CC1
  -19 | -4%
OC[C@H]1O[C@@H](n2cnc3c2NC=NC[C@H]3O)C[C@@H]1O
  44* | -4%
CCCCc1oc2ccc(NS(C)(=O)=O)cc2c1C(=O)c1ccc(OCCCN(CCCC)CCCC)cc1
  -15 | -1%
CS(=O)(=O)CCNCc1ccc(-c2ccc3ncnc(Nc4ccc(OCc5cccc(F)c5)c(Cl)c4)c3c2)o1
  6 | 0%
C[C@@H](C1=C(CCN(C)C)Cc2ccccc21)c1ccccn1
  -20 | 2%
CCCCCCCCCCCCCCCC(=O)OC[C@@H](COP(=O)([O-])OCC[N+](C)(C)C)OC(=O)CCCCCCCCCCCCCCC
  2 | -5%
CS(=O)(=O)c1ccc([C@@H](O)[C@@H](COC(=O)CN)NC(=O)C(Cl)Cl)cc1
  6 | 3%
CC(C)Nc1cccnc1N1CCN(C(=O)c2cc3cc(NS(C)(=O)=O)ccc3[nH]2)CC1
  0 | -4%
Cn1nnnc1SCC1=C(C(=O)O)N2C(=O)[C@@H](NC(=O)[C@H](OC=O)c3ccccc3)[C@H]2SC1
  4 | -5%

(next part)
Values in the order – D3 ag | GLP1R ag
CN1c2cc(O)c(N=NC(N)=O)cc2CC1S(=O)(=O)O (centres undefined)
  0 | 5%
O=C(O)Cc1nn(Cc2ccc(Br)cc2F)c(=O)c2ccccc12
  0 | 12%
CNCc1ccccc1
  0 | 4%
COC1=C(OC)C(=O)C(C/C=C(\C)CC/C=C(\C)CC/C=C(\C)CC/C=C(\C)CC/C=C(\C)CC/C=C(\C)CC/C=C(\C)CC/C=C(\C)CC/C=C(\C)CCC=C(C)C)=C(C)C1=O
  10&2 | 8%
Cl/C(=C\n1cncn1)c1ccc(Cl)cc1Cl
  -3 | -2%
CCCCCCCCCCCCCCCCCC(=O)OCC(O)CO (centres undefined)
  4 | -5%
CN1C(=O)CN2CCc3ccccc3C2c2cc(Cl)ccc21 (centres undefined)
  2 | -5%
FCOC(C(F)(F)F)C(F)(F)F
  9 | -2%
Cc1ncc(CSSCc2cnc(C)c(O)c2CO)c(CO)c1O
  -5 | 6%
C[C@@H](CN(C)C)CN1c2ccccc2Sc2ccccc21
  -30 | 12%[19.8 µM]
NC(=O)CCCCC1CCSS1 (centres undefined)
  -15 | 1%
CCN(CC)C(=S)S
  -7 | 0%
CC(=O)[O][Al][O]C(C)=O
  -9 | -6%
O=c1[nH]c(=O)c2[nH]c(=O)[nH]c2[nH]1
  -25&7 | 10%&15%
Cc1ccc2c(n1)Oc1ccc(C(C)C(=O)OCC(=O)N(C)C)cc1C2 (centres undefined)
  7&-8 | 21%&22%
CN1CCC[C@@H]1Cc1c[nH]c2ccc(CCS(=O)(=O)c3ccccc3)cc12
  -8 | 2%
CCCCC
  -6 | -1%
CN(C)CCCN1c2ccccc2C(C)(C)c2ccccc21
  -19 | -1%
FC(F)OC(Cl)C(F)(F)F (centres undefined)
  11 | -1%
CCCCCCCCCCCCOCCCN
  -3 | -5%
CC(C)(Cc1c[nH]c2ccccc12)NCC(O)COc1ccccc1C#N (centres undefined)
  -20 | 12%
CN(C)C=Nc1c(I)cc(I)c(CCC(=O)O)c1I
  3 | u
O=C(O)c1cc(O)c(O)c(O)c1
  7 | -1%
Cc1cc(O)c(C(C)C)cc1Cl
  8 | 8%
NCCCNCCCCNC(=O)C(O)NC(=O)CCCCCCN=C(N)N (centres undefined)
  -2 | -1%
Cc1nc2ccc(CN(C)c3ccc(C(=O)N[C@@H](CCC(=O)O)C(=O)O)s3)cc2c(=O)[nH]1
  -9&-5 | 7%
CCCCOC(=O)C(=O)Nc1cccc(-c2nn[nH]n2)c1
  1 | -5%
Clc1ccc(C(Cn2ccnc2)OCc2ccsc2Cl)c(Cl)c1 (centres undefined)
  -11 | 14%
CCOC(=O)[C@@H](N)CS
  -29 | 3%
CN(C)c1ccc(O)c2c1C[C@H]1C[C@H]3[C@H](N(C)C)C(=O)C(C(N)=O)=C(O)[C@@]3(O)C(=O)C1=C2O
  73*! | -6%
CCOC(=O)[C@H](CCc1ccccc1)N[C@H]1CCCN2CCC[C@@H](C(=O)O)N2C1=O
  -11 | 1%
CC(=O)Oc1cc(C)c(OC(C)=O)c2ccccc12
  9 | u
CC(NNC(=O)c1ccccc1)c1ccccc1 (centres undefined)
  3 | 4%
CCCCC/C=C\C/C=C\CCCCCCCC(=O)O
  -5 | -5%
CCCCCCCCCCCC[n+]1ccc2ccccc2c1
  -5 | -3%
CCCCCCCN(CC)CCCC(O)c1ccc(NS(C)(=O)=O)cc1 (centres undefined)
  -26 | 8%
Cc1nc(NS(=O)(=O)c2ccc(N)cc2)nc(C)c1Br
  9 | 15%
CCn1cc(C(=O)O)c(=O)c2cnc(N3CCCC3)nc21
  1 | -3%[19.8 µM]
CC1CC(O)CC(C)(C)C1 (centres undefined)
  0 | 15%
CCOC(=S)SSC(=S)OCC
  7 | 9%
CCCCCc1ccc(C)cc1O
  6 | 4%
c1ccc2[nH]ccc2c1
  50* | 4%
CCCCCCCCCCCCCCCCO
  12 | 7%
CCOC(=O)[C@@](C)(N)Cc1ccc(O)c(O)c1
  2 | 0%
CC(C(=O)O)c1ccc2c(c1)Cc1cccnc1O2 (centres undefined)
  3 | 8%
CC(C)(C)C(=O)OCOC(=O)[C@@H]1N2C(=O)[C@@H](NC(=O)[C@H](N)c3ccccc3)[C@H]2SC1(C)C
  -8 | -1%[19.8 µM]
CN(C)C(=O)Nc1ccc(Cl)c(Cl)c1
  6 | -4%

Screening results as filed in PubChem.
